TcdB inh – TcdB glycohydrolase inhibitors, primary screen, biochemical, single point, plate reader; Toxin B (Clostridioides difficile), P18177; TcdB glycohydrolase enzymatic assay; inhibition, % at 9.99 µM; 350,000 tested, 0.24% active; in the data active means inhibition above about 10%
Anthrax LF prot – Bacillus anthracis LF protease inhibitors, primary screen, biochemical, multiplex microsphere, MLPCN library. multiplex microsphere protease cleavage assay. inhibition, % at 10 µM. 360,000 tested, 0.12% active; in the data active means inhibition above about 30%; further: plate controls were buffer without enzyme for full effect and enzyme alone for no effect
Target sequence (P15917 whole entry, looked up): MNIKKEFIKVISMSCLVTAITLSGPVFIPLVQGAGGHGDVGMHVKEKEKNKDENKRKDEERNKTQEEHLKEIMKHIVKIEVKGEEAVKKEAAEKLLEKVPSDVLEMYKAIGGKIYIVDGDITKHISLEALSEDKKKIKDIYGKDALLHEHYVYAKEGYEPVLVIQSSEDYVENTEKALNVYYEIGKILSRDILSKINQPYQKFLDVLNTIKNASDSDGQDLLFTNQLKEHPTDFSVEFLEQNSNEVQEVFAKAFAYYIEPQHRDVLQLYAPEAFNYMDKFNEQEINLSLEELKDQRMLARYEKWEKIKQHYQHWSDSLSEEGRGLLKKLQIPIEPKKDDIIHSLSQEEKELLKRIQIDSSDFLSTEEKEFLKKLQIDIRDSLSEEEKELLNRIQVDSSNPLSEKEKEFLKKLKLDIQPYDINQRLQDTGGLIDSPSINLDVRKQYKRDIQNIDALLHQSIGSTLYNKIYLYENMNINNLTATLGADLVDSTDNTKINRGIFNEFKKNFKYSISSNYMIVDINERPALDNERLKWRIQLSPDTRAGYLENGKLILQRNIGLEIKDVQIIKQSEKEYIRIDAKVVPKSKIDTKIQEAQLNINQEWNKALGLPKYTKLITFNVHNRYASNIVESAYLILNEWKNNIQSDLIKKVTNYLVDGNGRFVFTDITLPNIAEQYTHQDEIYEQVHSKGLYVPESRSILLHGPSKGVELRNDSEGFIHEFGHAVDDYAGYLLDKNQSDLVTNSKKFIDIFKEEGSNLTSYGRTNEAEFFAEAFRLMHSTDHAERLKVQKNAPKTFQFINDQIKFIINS
An asterisk follows results filed as active; & = joins results of further samples.

SMILES	TcdB inh	Anthrax LF prot
CCCc1nc2ccc(C(=O)OC)cn2c1Cc1ccccc1C(F)(F)F	1.0	-7.7
O=c1[nH]c2ccccc2n1C1CCN(C(CCc2ccccc2)c2nnnn2C2CCCCC2)CC1 (configuration not stated)	0.6	-6.2
CC(C)C[C@H]1CN(CCCC[C@@H]2CNC(=O)C(=O)N2Cc2ccccc2)C(=O)C(=O)N1CCc1ccccc1	0.6	-2.0
Cc1ccc2nc(-c3ccccc3)c(Cc3cccc(F)c3)n2c1	1.3	2.5
CC(C)C[C@H]1CN(CCCC[C@@H]2CNC(=O)C(=O)N2CC2CCCCC2)C(=O)C(=O)N1Cc1ccccc1	-1.5	-5.6
O=C(NCc1ccccc1)C1c2ccccc2OCC(=O)N1C1CC1 (configuration not stated)	-1.8	-1.4
c1cnc2ccc(-n3ccnc3)cc2c1	4.3	-1.9
O=c1ccn([C@@H]2O[C@H](CNCc3cccn3-c3ccncc3)[C@@H](O)[C@H]2O)c(=O)[nH]1	0.7	3.3
CCCCn1c(O)c2n(c1=O)Cc1ccccc1N=C2c1ccc(C)cc1	1.2	-6.1
CC(C)(C)N1C(=O)c2c(C(=O)OCc3ccccc3)[nH]c(-c3ccccc3)c2C1=O	5.9	-7.4
CCCCC[C@H](C)N1C[C@H](COCc2ccccc2)Oc2cc(N3CC[C@@H](N(C)C)C3)ccc2S1(=O)=O	2.1	-8.3
CCOC(=O)[C@]12Cc3c(cc(OC)c(OC)c3OC)[C@H]1N(C)C(=O)c1cc(OC)ccc12	0.5	-0.8
c1ccc(CN(Cc2ccccc2)C(c2ccnc3ccccc23)c2nnnn2-c2ccc3c(c2)OCCO3)cc1 (configuration not stated)	2.1	1.9
CC(C)[C@H](CO)NC(=O)[C@H]1O[C@@H](n2ccc(N)nc2=O)[C@H](O)[C@@H]1O	0.2	-2.7
CC(C)(O)C1=C[N+](=O)CC=C1	-0.2	-5.9
O=C(NC1CCCCC1)C1c2ccccc2OCC(=O)N1CCc1c[nH]c2ccccc12 (configuration not stated)	-0.9	2.2
O=C1NC[C@H](CCCCN2CCN(CC3CCCCC3)C(=O)C2=O)N(Cc2ccccc2)C1=O	1.3	0.0
Brc1cccc(-c2nc3c4ccccc4ccn3c2Cc2ccccc2)c1	0.5	1.7
CCOC(=O)n1c2ccccc2c(=O)n1CCO	0.0	-3.4
O=C1CCCC[C@@H](O)[C@H](O)C[C@H](c2ccccc2)O1	-0.3	1.1
O=C(Nc1cccc2c(=O)[nH][nH]c(=O)c12)c1ccc([N+](=O)[O-])cc1	2.7	1.8
NC(=O)c1csc(C2OC(CO)C(O)C2O)n1 (configuration not stated)	0.7	2.5
O=C(N[C@H]1c2ccccc2C[C@H]1O)[C@H]1O[C@@H](n2ccc(=O)[nH]c2=O)[C@H](O)[C@@H]1O	0.9	-6.9
Nc1ccn([C@@H]2O[C@H](C(=O)N[C@H](CO)c3ccccc3)[C@@H](O)[C@H]2O)c(=O)n1	-0.5	-1.8
CC(C)C[C@H]1CN(CCCC[C@@H]2CNC(=O)C(=O)N2CC2CCCCC2)C(=O)C(=O)N1CCc1ccccc1	0.2	-6.5

Individual results from the results shown.
Result for `O=C1NC[C@H](CCCCN2CCN(CC3CCCCC3)C(=O)C2=O)N(Cc2ccccc2)C1=O` in TcdB inh: 1.3
Result for `CC(C)(O)C1=C[N+](=O)CC=C1` in TcdB inh: -0.2
Result for `CC(C)(C)N1C(=O)c2c(C(=O)OCc3ccccc3)[nH]c(-c3ccccc3)c2C1=O` in Anthrax LF prot: -7.4
Result for `CC(C)[C@H](CO)NC(=O)[C@H]1O[C@@H](n2ccc(N)nc2=O)[C@H](O)[C@@H]1O` in Anthrax LF prot: -2.7
Result for `CCCCC[C@H](C)N1C[C@H](COCc2ccccc2)Oc2cc(N3CC[C@@H](N(C)C)C3)ccc2S1(=O)=O` in TcdB inh: 2.1
Result for `O=C(N[C@H]1c2ccccc2C[C@H]1O)[C@H]1O[C@@H](n2ccc(=O)[nH]c2=O)[C@H](O)[C@@H]1O` in TcdB inh: 0.9

Entries above containing fluorine, in the order listed:
SMILES	TcdB inh	Anthrax LF prot
CCCc1nc2ccc(C(=O)OC)cn2c1Cc1ccccc1C(F)(F)F	1.0	-7.7
Cc1ccc2nc(-c3ccccc3)c(Cc3cccc(F)c3)n2c1	1.3	2.5

Further entries
SMILES	TcdB inh	Anthrax LF prot
COc1ccccc1-c1sc2ccccc2c1-c1cnc(N2CCOCC2)nc1	-0.1	-10.7
O=C(NCc1ccc(F)cc1F)[C@@H]1CCCN1C(=O)[C@@H]1CCCN1C(=O)c1cccc2ccccc12	-0.6	-8.5
O=C(OCc1ccccc1)N1CCC2CC1c1ccc(-c3cccc(F)c3)cc12 (configuration not stated)	1.2	-16.2
O=S1(=O)N[C@H](Cc2ccccc2)COc2cc(N3CCC[C@@H]3CO)ccc21	-0.1	-0.7
CCC(c1nnnn1-c1ccc2c(c1)OCCO2)N1CCN(c2ncccn2)CC1 (configuration not stated)	-0.9	-2.2
Cc1cc(Br)cn2c(Cc3cccc(F)c3)c(-c3cccc(Br)c3)nc12	5.2	0.5
COC(=O)[C@@]1(Sc2ccc(C)cc2)CC(=O)N(c2cccc(SC)c2)[C@@H]1c1ccccc1	0.2	0.9
Cc1ccc2nc(-c3ccc(F)cc3)c(Cc3ccccc3C(F)(F)F)n2c1	2.0	4.8
O=c1[nH][nH]c2c1[C@H](CCc1cccc(Cl)c1)O[C@H](CCc1ccccc1)C2	-1.5	11.3
CCOC(=O)[C@@H](NC(=O)/C=C/[C@H]1O[C@@H](n2ccc(=O)[nH]c2=O)[C@H](O)[C@@H]1O)C(C)C	1.9	-11.9
Cc1nccn1-c1ccc(NC(=O)[C@H]2O[C@@H](n3ccc(N)nc3=O)[C@H](O)[C@@H]2O)cc1	1.7	-3.1
CCCCc1c(-c2ccccc2OC)ncn1CCc1cccc(F)c1	2.6	-7.9
COc1ccc(Cl)cc1CNC[C@H]1O[C@@H](n2cnc3c(=O)[nH]c(N)nc32)[C@H](O)[C@@H]1O	0.6	3.4
COC(=O)c1ccc2nc(-c3ccc(C#N)cc3)c(Cc3cccc(F)c3)n2c1	-0.4	-4.2
Clc1ccc(-c2nc3ccc(Br)cn3c2Cc2ccsc2)cc1	0.7	14.1
CCCc1ccc2ccc3ccccc3c2n1	0.9	0.8
O=C1NC[C@@H](CCCCN2CCN(CCc3ccc(O)cc3)C(=O)C2=O)N(CC2CCCCC2)C1=O	1.7	3.4
COC1=CC(=O)c2nc(Cl)ccc2C1=O	0.3	-10.4
O=S1(=O)CC(N2CCC(c3ccccc3)CC2)CN1C1CCCCC1 (configuration not stated)	-0.3	-7.3
CC(C)C[C@H](NC(=O)CC[C@H]1O[C@@H](n2ccc(=O)[nH]c2=O)[C@H](O)[C@@H]1O)C(=O)O	1.4	-1.4
COC(=O)[C@@]1(Sc2ccc(OC)cc2)CC(=O)N[C@@H]1c1ccccc1	0.7	6.0
COc1cccc(-c2nc3nc(C)cc(C)n3c2NCc2ccccc2)c1	0.6	-4.6
CN1C2C=CC(=O)C1C1C(=O)N(c3ccccc3)C(=O)C12 (configuration not stated)	-1.6	0.8
C[C@@H](NC(=O)[C@@H]1CCCN1C(=O)[C@@H]1CCCN1C(=O)c1ccc(Cl)cc1)c1ccccc1	-0.3	-4.1
Brc1ccc2nc(-c3ccco3)c(CC3CCCCC3)n2c1	-1.2	-4.9

Complete entries as entered above. Screens in order: TcdB inh	Anthrax LF prot
`Cc1cc(Br)cn2c(Cc3cccc(F)c3)c(-c3cccc(Br)c3)nc12` across the screens: 5.2	0.5
`O=S1(=O)N[C@H](Cc2ccccc2)COc2cc(N3CCC[C@@H]3CO)ccc21` across the screens: -0.1	-0.7
`Brc1ccc2nc(-c3ccco3)c(CC3CCCCC3)n2c1` across the screens: -1.2	-4.9
`O=c1[nH][nH]c2c1[C@H](CCc1cccc(Cl)c1)O[C@H](CCc1ccccc1)C2` across the screens: -1.5	11.3
`C[C@@H](NC(=O)[C@@H]1CCCN1C(=O)[C@@H]1CCCN1C(=O)c1ccc(Cl)cc1)c1ccccc1` across the screens: -0.3	-4.1

Continuation.
SMILES	TcdB inh	Anthrax LF prot
Fc1cccc(Cc2c(-c3ccco3)nc3c(Cl)cc(C(F)(F)F)cn23)c1	1.1	-9.3
CC(=O)c1cccc(Nc2ccc(Br)cc2)c1	1.8	4.2
O=C(NC1CCCC1)C1c2ccccc2OCC(=O)N1Cc1ccccn1 (configuration not stated)	1.1	-12.6
Cc1ccc(S(=O)(=O)Nc2ccc3c(c2)C(=O)c2ccccc2-3)cc1	-1.8	-2.9
C[C@@H]1O[C@H](C2CCCC2)Cc2[nH]c(=S)[nH]c(=O)c21	0.4	0.4
O=C(Nc1c(-c2ccccc2)[nH][nH]c1=O)c1ccco1	-13.7	7.2
O=C1NC[C@H](Cc2ccccc2)N(C[C@@H]2CCCN2C[C@H](Cc2ccccc2)N2C[C@H](Cc3ccccc3)N(CCc3ccccc3)C(=O)C2=O)C1=O	0.0	-8.9
Cn1c(=O)c2c(-c3ccccc3)n(-c3ccc(N)cc3)cc2n(C)c1=O	-0.2	-35.1
COC(=O)[C@]12CCCCC=C1N(Cc1ccc(Cl)cc1Cl)C(=O)[C@H](CC(=O)NCc1ccc(C)o1)C2	0.4	-3.5
CC(C)=CCC[C@H](C)C[C@@H]1Cc2[nH][nH]c(=O)c2[C@H](c2ccc(Cl)cc2)O1	-0.6	4.8
COc1cccc(-c2nc3nc(C)cc(C)n3c2NC2CCCCC2)c1	-1.2	9.2
COc1ccc(N2CCN(C(=O)/C=C/[C@H]3O[C@@H](n4ccc(=O)[nH]c4=O)[C@H](O)[C@@H]3O)CC2)cc1	-14.8	-1.1
O=S1(=O)CC(N2CCN(Cc3ccccc3F)CC2)CN1Cc1cn(Cc2cccc(Cl)c2)nn1 (configuration not stated)	0.7	3.2
C=C[C@]1(C)C=C2C(=O)C[C@H]3C(C)(C)CCC[C@]3(C(=O)O)[C@@]2(O)CC1	1.4	-10.8
CCCCn1nnnc1C(c1ccccc1)N1CCN(Cc2c(F)cccc2Cl)CC1 (configuration not stated)	1.6	-8.2
COc1ccc(CCN2C(=O)COc3ccccc3C2C(=O)Nc2ccc3c(c2)OCCO3)cc1OC (configuration not stated)	0.9	-0.5
CCOC(=O)C1=C[C@@H](CC)N(S(=O)(=O)c2ccc([N+](=O)[O-])cc2)[C@H]1c1ccccc1	1.6	-8.5
O=C(NCC(O)c1nc2ccccc2[nH]1)c1ccc(Br)cc1 (configuration not stated)	2.1	-2.9
Cc1cc2nc(-c3nnnn3-c3c(C)cccc3C)c(=O)[nH]c2cc1C	0.9	13.9
CC(C)(C)S(=O)N1Cc2cc(C(=O)N3CCc4ccccc4C3)nc(-c3cccc(-c4cccnc4)c3)c2[C@@H]1CCO (some centres not stated)	0.0	1.0
CC(C)C[C@@H](CN1CCCC1CN1C(=S)NC[C@@H]1Cc1ccccc1)N1C[C@H](Cc2ccccc2)N(CC2CCCCC2)C1=S (some centres not stated)	1.4	-0.8
CC(C)C[C@H]1CN([C@@H](Cc2ccccc2)CN2CCC[C@@H]2CN2C(=O)C(=O)NC[C@@H]2Cc2ccccc2)C(=O)C(=O)N1CCc1ccccc1	-1.0	-2.4
Cc1cc(C)n2c(Nc3c(C)cccc3C)c(-c3ccccn3)nc2n1	1.5	-11.9
COc1ccc([C@H]2CC(=O)C[C@@H](CCn3ccnn3)O2)cc1	1.3	0.6
CCCCCN1C(=O)c2ccccc2[C@@]2(C(=O)OCC)Cc3cc(Cl)ccc3[C@@H]12	-9.6	11.3

Following part
SMILES	TcdB inh	Anthrax LF prot
O=S1(=O)CC(N2CCCC2)CN1Cc1cn(Cc2cccc(C(F)(F)F)c2)nn1 (configuration not stated)	-0.3	-5.4
CCc1ccc([C@H]2[C@@H]3C(=O)C[C@@H]4C(=O)N(Cc5ccccc5)C(=O)[C@@H]4[C@@H]3CN2S(=O)(=O)c2ccc(C)cc2)cc1	0.2	1.8
Cc1cccc(C)c1-n1nnnc1C1(C)CCC(=O)N1Cc1ccco1 (configuration not stated)	1.0	-8.4
Cc1ccc(Cn2cc(CN3CC(N4CCN(CCO)CC4)CS3(=O)=O)nn2)cc1 (configuration not stated)	1.6	-4.9
COCc1cn(-c2nc3ccccc3s2)nn1	2.1	2.5
COC(=O)[C@@]1(Cc2ccc(F)cc2)[C@H]2c3cc(C(=O)N(C)C)n(Cc4ccc(S(C)(=O)=O)cc4)c3C[C@H]2CN1C(=O)c1ccccc1	-0.5	2.6
COC(=O)[C@]12CCCCC=C1N(Cc1ccc(Cl)cc1Cl)C(=O)[C@H](CC(=O)N1CCOCC1)C2	1.1	-1.8
C[C@H](c1ccccc1)N1C[C@@H](COCc2ccccc2)Oc2cc(N3CC[C@H](O)C3)ccc2S1(=O)=O	0.7	0.5
C[N+](C)(C)CCN1CCc2ccccc21	0.2	-3.9
COc1ccc(Cc2c(-c3ccccc3)nc3c(C)cc(Br)cn23)c(C)c1	1.4	1.1
COC(=O)c1ccc2nc(-c3cccc(Br)c3)c(Cc3ccccc3C(F)(F)F)n2c1	0.6	-3.6
COC(=O)c1ccc2nc(-c3ccccc3)c(Cc3ccc(OC)cc3C)n2c1	0.3	9.4
CCCCCCCCN1C(=O)[C@H](CC(=O)N2CCN(C(=O)OCC)CC2)C[C@@]2(C(=O)OC)CCCCC=C12	1.6	3.0
C[C@H]1CN([C@@H](C)CO)C(=O)CCCn2cc(nn2)CO[C@@H]1CN(C)C(=O)Nc1ccc(-c2cccs2)cc1	-1.6&1.4	-2.1
CN1OC[C@@H]2CN(C(=S)NCCc3ccccc3)[C@H](c3ccc(N4CCCCC4)cc3)C[C@@H]21	0.6	-2.7
Cc1cc(Br)cn2c(Cc3ccsc3)c(-c3ccco3)nc12	1.1	2.2
CCOC(=O)C1=CCN(S(=O)(=O)c2ccccc2C)C1c1ccc(Cl)cc1 (configuration not stated)	0.6	-2.6

Gathered by group: the compounds so far with a nitro group on carbon.
SMILES	TcdB inh	Anthrax LF prot
O=C(Nc1cccc2c(=O)[nH][nH]c(=O)c12)c1ccc([N+](=O)[O-])cc1	2.7	1.8
CCOC(=O)C1=C[C@@H](CC)N(S(=O)(=O)c2ccc([N+](=O)[O-])cc2)[C@H]1c1ccccc1	1.6	-8.5

Not all compounds are listed; count on the stated rates, not on these rows.
